# Fh CTSL1 inh: cathepsin L1 inhibition, PFM18AAP counter-screen; inhibition, % at 5.96 µM; recombinant F. hepatica cathepsin L1, Z-Leu-Arg-MCA fluorescence; 300,000 compounds, 0.49% hits; AID 1906;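 active = inhibition above the mean of all tested compounds plus 3 SD, set per screening campaign, cut at about 17% in these data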;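 also: 0% = plate median of test compound wells and 100% = 1 µM Z-Phe-Ala-diazomethylketone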
# PAFAH2 inh: inhibitors of human PAFAH2; Q99487; recombinant PAFAH2, FP-rhodamine activity probe, fluorescence polarization; inhibition, % at 3.39 µM; 340,000 compounds, 0.99% hits; AID 492956;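 active = inhibition above the mean over all tested compounds plus 3 SD, cut at about 30% in these data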;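 also: inhibitors block probe labeling of enzyme so polarization drops; 0% = enzyme with DMSO and 100% = wells lacking PAFAH2 protein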
# AHR act: human AHR activation; P35869; AHR-responsive luciferase reporter cells, luminescence; activation, % at 5 µM; 320,000 compounds, 2.5% hits; in the data active = activation above about 47%;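 also: 0% = vehicle wells and 100% = reference agonist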
# Target sequence (P35869 whole entry, looked up): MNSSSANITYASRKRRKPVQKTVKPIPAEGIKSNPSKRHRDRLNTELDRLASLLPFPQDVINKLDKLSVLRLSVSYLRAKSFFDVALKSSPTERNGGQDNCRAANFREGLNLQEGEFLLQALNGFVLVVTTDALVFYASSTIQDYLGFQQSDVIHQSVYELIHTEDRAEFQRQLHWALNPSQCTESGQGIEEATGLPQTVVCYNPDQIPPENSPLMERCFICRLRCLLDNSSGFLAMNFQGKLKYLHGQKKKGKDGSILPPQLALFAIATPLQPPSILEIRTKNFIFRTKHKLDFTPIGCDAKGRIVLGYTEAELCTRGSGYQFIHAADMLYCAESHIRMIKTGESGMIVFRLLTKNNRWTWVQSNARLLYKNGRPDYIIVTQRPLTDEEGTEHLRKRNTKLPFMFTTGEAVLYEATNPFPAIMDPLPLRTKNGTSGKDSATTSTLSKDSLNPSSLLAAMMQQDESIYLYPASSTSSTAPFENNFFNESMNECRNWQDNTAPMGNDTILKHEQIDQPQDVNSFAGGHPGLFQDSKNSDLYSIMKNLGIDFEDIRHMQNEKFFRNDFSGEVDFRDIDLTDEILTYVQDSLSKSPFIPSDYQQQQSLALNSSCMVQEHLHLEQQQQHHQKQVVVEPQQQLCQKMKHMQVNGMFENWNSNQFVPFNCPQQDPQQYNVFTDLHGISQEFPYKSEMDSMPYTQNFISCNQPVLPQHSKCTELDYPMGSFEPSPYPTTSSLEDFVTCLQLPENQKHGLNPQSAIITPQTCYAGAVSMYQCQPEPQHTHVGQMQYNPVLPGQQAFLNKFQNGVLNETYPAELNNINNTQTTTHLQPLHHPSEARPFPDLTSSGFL
# proCasp7 act: counter-screen for procaspase-3 activators: activators of human procaspase-7. P55210. recombinant procaspase-7, Ac-DEVD-pNA absorbance 405 nm; D23A/D198A/D206A triple mutant, cannot self-cleave; scale: DMSO 0, 5 µM enzyme 100. activation, % at 8.5 µM. 330,000 compounds, 0.093% hits;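 active = percent activation above the screen-wide mean plus 3 SD, cut at about 25% in these data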
#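 Assay system: Uncleavable procaspase-7 mutant enzyme | Input: 2 µM procaspase-7 mutant as dispensed | Timing: 1 h compound preincubation, 2 h substrate cleavage, 25 °C | Repeats: One well per compound | Control set: DMSO wells as 0%, DMSO with 5 µM added PC-7 as 100% | Technique: Epi-absorbance of released pNA at 405 nm, two timepoints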
# core dimer inh: HCV core protein dimerization inhibition; inhibition, % at 5 µM; AID 1899; TR-FRET GST/Flag-core106 dimerization, 1536-well; 300,000 compounds, 0.33% hits;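 active = inhibition above the mean of all tested compounds plus 3 SD, set per screening campaign, cut at about 45% in these data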
#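 Material: Tagged HCV core106 pair (GST and Flag) | Amount: GST-core106 13.5 nM, Flag-core106 17 nM | Medium: KF-containing HEPES buffer, pH 7.45, DTT, CHAPS, BSA | Reagent: Eu donor and XL665 acceptor anti-tag antibodies | Schedule: 4 h at 22.5 °C | Technique: Time-resolved FRET, ex 340 nm, em 617 and 671 nm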
# PP1 inh: PP1-alpha (human) inhibition in PP5 counter-screen; purified PP1alpha, OMFP fluorescence; 320,000 compounds, 0.9% hits; inhibition, % at 6.7 µM; P62136;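 active = inhibition above the mean inhibition of all tested compounds plus 3 SD, computed separately for each screening campaign, cut at about 15% in these data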
# PP5 primary: inhibitors of human protein phosphatase 5 (PP5); inhibition, % at 6.7 µM; purified PP5c, OMFP substrate fluorescence; 320,000 compounds, 0.18% hits; P53041;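 active = inhibition above the campaign's mean inhibition across all tested compounds plus 3 SD, cut at about 9.5% in these data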;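 also: 0% = DMSO only and 100% = 100 µM cantharidin control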
# TPT1 inhibitor: inhibitors of Candida albicans tRNA 2'-phosphotransferase TPT1; AID 1962; inhibition, % at 5 µM; recombinant caTPT1, FP RNA substrate dephosphorylation; 300,000 compounds, 0.81% hits;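 active = inhibition above the mean of all tested compounds plus 3 SD, set per screening campaign, cut at about 24% in these data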;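 also: plate controls were DMSO alone for no effect and ferristatin control at 100 nM for full effect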
# procasp3 activ: activators of human procaspase-3; 330,000 compounds, 0.11% hits; activation, % at 8.5 µM; recombinant procaspase-3 D3A, Ac-DEVD-pNA absorbance 405 nm;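 active = activation above the mean of all tested compounds plus 3 SD, cut at about 21% in these data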;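 also: 0% = DMSO alone and 100% = DMSO wells spiked with extra 5 µM PC-3 D3A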
# Target sequence (P42574 whole entry D9A/D28A/D175A): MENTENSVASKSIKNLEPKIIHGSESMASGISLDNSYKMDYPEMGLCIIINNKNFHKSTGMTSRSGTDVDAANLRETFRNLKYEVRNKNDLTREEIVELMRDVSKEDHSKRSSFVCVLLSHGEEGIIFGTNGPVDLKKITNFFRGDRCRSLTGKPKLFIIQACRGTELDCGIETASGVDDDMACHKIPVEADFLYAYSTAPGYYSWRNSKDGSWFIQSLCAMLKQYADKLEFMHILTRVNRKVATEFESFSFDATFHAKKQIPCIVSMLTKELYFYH
#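 Compound: 8.5 µM single point, 0.8% DMSO / Material: Autoprocessing-dead procaspase-3 D3A mutant enzyme / Timing: 1 h preincubation plus 2 h reaction at 25 °C / Medium: Zinc-free HEPES/NaCl buffer with 0.01% Triton X-100 at pH 7.4 / Technique: 405 nm absorbance of p-nitroaniline, reads at 0 and 120 min / Repeats: one well per compound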
# Active calls of the source: *; . = no result given.
# The line under a structure holds: proCasp7 act, core dimer inh, PAFAH2 inh, AHR act, procasp3 activ, Fh CTSL1 inh, PP5 primary, PP1 inh, TPT1 inhibitor
- Cc1c(C(O)CN2CCN(Cc3ccc4c(c3)OCO4)CC2)c2ccccc2n1C (stereo unspecified)
    -2.7, -0.5, 4.0, 13.5, 0.0, 1.9, -1.0, -0.6, -1.4
- Cc1nn(-c2ccccc2)c(C)c1NC(=O)COC(=O)Cc1ccccc1F
    9.1, -1.5, 4.7, 2.9, 10.5, -4.4, 1.6, -4.8, -0.1
- Cc1ccc(-c2noc(C3CCCN(C(=O)c4c(F)cccc4F)C3)n2)cc1 (stereo unspecified)
    0.5, 2.6, -3.5, -0.1, 2.5, -5.4, 1.9, -2.3, -0.1
- COc1ccc(/C=C/C2=CC(C)(C)NC(=S)N2)cc1
    -28.6, 1.9, -2.1, 5.5, -2.1, 0.9, 2.5, -5.5, -0.2
- Cc1ccc(S(=O)(=O)CCC(=O)Nc2nnc(-c3cccs3)o2)cc1
    6.1, 2.5, -2.8, -0.8, 4.4, 4.7, 0.9, -1.7, -3.8
- Cc1cccc(OCCNc2cc(N3CCOCC3)ccc2[N+](=O)[O-])c1
    -1.6, 2.7, 5.7, 5.1, 0.1, -0.3, 2.9, -1.2, -2.9
- COc1ccc(C)c2sc(NNC(=O)COc3ccccc3)nc12
    -7.7, -1.6, ., 79.5*, 0.6, -3.8, 2.2, 1.7, 0.0
- CC(=O)c1cccc(NC(=O)COC(=O)C2=COCCO2)c1
    24.8, 12.1, 44.4*, 1.6, 10.8, -7.0, -0.5, -5.6, 3.6
- O=c1[nH]c2ccccc2nc1/C=C/c1ccc(F)cc1
    -5.3, 6.5, -16.2, 74.4*, -18.1, 1.1, 0.5, -0.3, 57.0*
- Cc1cc(Cl)ccc1OCC(=O)N1CCN(c2ncccn2)CC1
    8.5, 1.0, 10.8, 8.3, -3.3, 4.1, 0.7, -4.1, -3.6
- O=C(/C=C/c1ccco1)N/C(=C\c1ccco1)C(=O)NCCc1nc2ccccc2[nH]1
    -8.0, 0.1, 5.0, -0.5, 2.1, 0.4, 3.2, -2.4, 14.3
- CCOc1ccc(CCNC(=O)C2CCN(C(=O)N(C)C)CC2)cc1OCC
    1.5, -1.9, 0.9, -1.1, -0.9, -2.9, 1.5, -2.4, 3.1
- CC(C)(C)NC(=O)NC(=O)COC(=O)COc1ccc2c(c1)CCC2
    -3.4, -3.6, -1.0, 2.5, -4.2, -6.9, 5.6, -1.0, 3.9
- CCCCN(CC)CCNC(=O)C1c2cc(OC)c(OC)cc2C(=O)N2CCc3ccccc3C12 (stereo unspecified)
    -5.9, -0.9, -1.5, -0.5, 11.8, -0.3, 0.2, -0.9, -1.1
- O=C(Nc1ccc(Oc2ccccc2)cc1)c1cnc2n(c1=O)CCS2
    1.5, 8.8, -3.5, -10.9, 1.9, 2.0, 0.4, 1.6, 5.9
- Cc1ccc(S(=O)(=O)N(C)C)cc1NC(=O)C(C)OC(=O)c1ccc2ccccc2n1 (stereo unspecified)
    -4.9, ., -3.8, 18.1, 15.0, ., -0.2, 0.3, .
- Cc1ccnc(Nc2nc(-c3ccc(O)cc3O)cs2)c1
    -15.2, 2.7, 6.9, 46.4, -8.7, 6.9, 2.3, -2.5, -0.9
- NC(=S)N/N=C/c1coc2ccc(Cl)cc2c1=O
    4.3, 7.5, 8.3, 5.1, -2.4, 4.5, 1.1, -0.5, -1.8
- c1cc(C2OCCN2CC2COC3(CCCC3)O2)ccn1 (stereo unspecified)
    1.4, 0.6, -1.9, -1.0, 6.6, -2.8, 2.1, 2.5, -1.7
- CSc1cccc(NS(=O)(=O)c2ccc3c(c2)NC(=O)C(C)C(=O)N3)c1 (stereo unspecified)
    8.4, 9.1, 5.6, -0.8, 10.3, 1.5, 2.4, 0.2, 0.4
- Cc1ccc(C2Nc3ccccc3NC3=C2C(=O)OC(C)C3)cc1 (stereo unspecified)
    1.9, -15.5, -4.8, 2.0, 7.5, -3.2, 1.9, -0.5, -1.0
- CC1CCCN(C(=O)CSc2ncccn2)C1 (stereo unspecified)
    8.0, -5.3, -4.6, -0.6, 4.1, 1.0, 0.0, -2.4, 0.1
- CCC(C(=O)OCC(=O)NC(=O)c1ccccc1OC)c1ccccc1 (stereo unspecified)
    8.0, -0.6, 0.1, -1.1, 4.0, 2.1, -0.2, 1.7, -3.2
- Cc1cc(N2CCN(C)CC2)nc(-c2ccccc2O)n1
    9.1, -0.6, -1.4, 9.9, 0.2, 5.4, 0.1, -0.7, 0.3
- Cc1cccc(NC(=O)c2ccccc2SCc2ccc(F)cc2)n1
    -13.6, ., 5.8, 3.4, 6.1, ., 2.2, 0.6, .
- COc1ccc(/C=N/n2c(-c3cccs3)n[nH]c2=S)cc1
    -28.9, 5.0, 4.8, -5.3, -18.4, 5.6, -2.0, -2.5, -1.8
- C/C(=N\NC(=S)Nc1cccc(C)c1)c1cc2ccccc2o1
    -34.6, 6.5, 9.9, 48.5*, -30.2, 4.5, 2.9, 1.7, -2.8
- CCOC(=O)C1CCCN(C(=O)c2cc3c(-c4cccc(OC)c4)nn(C)c3s2)C1 (stereo unspecified)
    -4.0, -1.8, 4.0, -0.5, 2.1, 7.1, 3.9, -2.8, -1.1
- O=C(CCn1c(=O)[nH]c2ccccc2c1=O)NCCCN1CCN(c2cccc(Cl)c2)CC1
    6.8, 1.4, 5.6, -1.3, 9.1, -2.2, -0.7, -0.7, 0.7
- CC(C)(C)c1nnc(SCC(=O)Nc2ccc(N3CCCCC3)cc2)n1N
    -2.1, ., -4.4, 7.0, 1.1, ., 3.0, -2.4, .

# Overlap with the part before: 2 compounds; new compounds follow.
# The line under a structure holds: proCasp7 act, core dimer inh, PAFAH2 inh, AHR act, procasp3 activ, Fh CTSL1 inh, PP5 primary, PP1 inh, TPT1 inhibitor
- O=C(CCn1c(=O)[nH]c2ccccc2c1=O)NCCCN1CCN(c2cccc(Cl)c2)CC1
    6.8, 1.4, 5.6, -1.3, 9.1, -2.2, -0.7, -0.7, 0.7
- CC(C)(C)c1nnc(SCC(=O)Nc2ccc(N3CCCCC3)cc2)n1N
    -2.1, ., -4.4, 7.0, 1.1, ., 3.0, -2.4, .
- N#Cc1ccc(C(=O)OCC(=O)Nc2ccc(N3CCOCC3)cc2)cc1
    0.7, 1.9, 4.7, 2.3, -7.5, -0.7, 0.1, -3.1, 0.9
- CCN1C(=NCCCCO)N[C@@H](c2cccc(C(F)(F)F)c2)C(C(=O)OC)=C1C
    -0.5, 0.9, -2.5, -0.7, -0.6, -1.6, -1.7, -3.5, -1.9
- CCOC(=O)N1CCN(C(=O)CN(C2CCCCC2)S(=O)(=O)c2ccc(C)cc2)CC1
    -1.6, 1.0, 0.9, 0.5, -4.7, -1.9, 2.0, 8.2, -0.1
- CCOC(=O)C(C)Oc1cccc2c(=O)n(CC(=O)Nc3ccc(OCC)cc3)ccc12 (stereo unspecified)
    13.2, 20.1, 8.5, 10.3, 1.4, 1.7, 3.3, -1.6, -2.8
- c1ccc(-c2nc(C3CCCCC3)no2)cc1
    2.4, 1.2, -1.5, -0.7, -6.5, -4.9, -1.4, -2.1, -2.3
- COc1ccc(-n2c(=S)[nH]c3sc4c(c3c2=O)CCN(C)C4)cc1
    -9.6, 1.8, ., 4.3, -10.8, 2.6, -0.8, -0.7, -2.5
- Cc1nonc1CN(C)C(=O)CC1C(=O)NCCN1Cc1ccc(F)c(F)c1 (stereo unspecified)
    -7.3, -7.9, 5.0, 0.8, 4.0, -8.2, 0.8, -2.2, 0.1
- COc1ccc(NC(=O)C2CCC(CNC(=O)[C@@H]3Cc4ccccc4CN3)CC2)cc1 (stereo partly specified)
    6.3, -9.8, -3.8, 1.3, 4.0, 2.2, 2.5, 1.5, -1.0
- CCc1ccc(NC(=O)C2CCN(S(=O)(=O)c3ccc4c(c3)NC(=O)C(C)S4)CC2)cc1 (stereo unspecified)
    10.5, 16.4, 0.8, 1.4, 5.4, 0.7, 4.7, 4.8, 5.7
- CCCCCN(C(=O)CCC(=O)OCCOc1ccc(OCC)cc1)c1c(N)n(CCCC)c(=O)[nH]c1=O
    16.9, -0.7, 7.7, -1.8, 4.0, 1.2, -1.0, 6.4, 1.7
- COc1cccc(C2C(C(=O)OC(C)C)=C(C)Nc3ncnn32)c1 (stereo unspecified)
    0.5, -3.8, -0.1, 6.8, -8.3, 1.1, 1.9, 3.0, -2.5
- Cc1ccc(N2CC(C(=O)Nc3ccccc3OC(F)F)CC2=O)cc1 (stereo unspecified)
    -1.0, ., -3.4, -1.2, 5.9, ., 0.8, 1.7, .
- CC(=O)c1cccc(NC(=O)c2ccc3c(c2)CCN3S(=O)(=O)c2ccccc2)c1
    3.2, 9.6, -13.1, 8.0, -6.9, -0.7, 4.7, 2.1, -2.1
- CC(=O)NN1C(=O)/C(=C\c2ccc(C)cc2)SC1=S
    -4.0, -4.1, -6.2, -0.1, -4.6, 6.9, 3.3, -1.1, -1.1
- Cc1cccc(C(=O)Nc2ccc(C(=O)c3ccccc3)cc2)c1
    5.9, 5.3, ., -2.6, 11.9, 2.3, 0.6, 0.0, 10.9
- CCOC(=O)c1nnn(CC(=O)Nc2cccc(Cl)c2C)c1C(=O)OCC
    10.9, 1.1, -4.3, 22.2, 8.8, -1.4, -1.1, -3.8, -3.1
- Cn1cc(C(N)=O)c2ccccc21
    1.9, 1.8, 2.1, 5.2, 8.5, -2.7, 2.8, -5.5, -0.7
- Cc1ccc(Cn2c(=N)c(C(=O)NCCN3CCOCC3)cc3c(=O)n4ccccc4nc32)cc1
    -16.2, 20.4, 1.6, -0.8, -11.8, 6.1, 1.0, 4.5, 6.3
- Oc1c(CN2CCN(c3ccccn3)CC2)cc(Cl)c2cccnc12
    -10.1, -5.5, -1.4, 9.2, -9.1, 3.2, 2.9, 26.5*, 0.7
- CCCCCNCc1ccc(OCc2ccc(Cl)nc2)c(OC)c1
    5.0, 1.2, 5.2, -1.6, 2.2, -0.7, 1.5, -5.5, 5.6
- COc1ccc(-c2nnc(SCc3ccccc3F)o2)cc1OC
    15.4, 2.5, -1.8, 5.3, 6.0, -2.3, 3.1, -0.6, 0.6
- N#Cc1c(NC(=O)c2ccccc2)sc2c1CCC2
    -5.3, -3.9, -2.1, 19.8, 7.7, 0.6, 2.9, -1.9, 5.5
- CC(C)Oc1ccc(C(=O)Nc2ccccc2N2CCOCC2)cc1
    6.4, 4.3, 1.7, 10.0, 8.5, -0.8, 4.2, -1.1, 1.6
- COc1cccc(N2CC(NC(=O)c3ccc4ccccc4c3)CC2=O)c1 (stereo unspecified)
    9.6, -2.6, 6.1, 1.6, -3.9, -4.8, 1.6, -2.6, 0.4
- COC(=O)c1ccc2c(=O)n(CCN3CCOCC3)c(SCC(=O)Nc3cccc(OC)c3)nc2c1
    2.2, -0.7, 2.2, 0.0, -6.4, 0.2, 0.1, -1.5, -0.6
- O=C(Cn1nnc(-c2ccccc2)n1)N1CCCCC1
    5.7, -7.5, -1.5, 7.2, -2.4, 1.6, -0.6, -1.3, -0.5

# From PubChem
